RNase H inhibition – RNase H inhibition, HIV 1 Gag Pol polyprotein, FRET biochemical assay, screening (AID 372); HIV-1 RT RNase H, FRET RNA/DNA substrate fluorescence; higher % means a stronger effect; one-dose inhibition, % at 10 µM; IC50 in µM for titrated hits; actives 0.77% (n = 100,000); in the data active = inhibition above about 50%
* hit, by the source's call. These rows are one share of the data; the hit share may differ from the screen's.

SMILES	RNase H inhibition
CC1(c2ccccc2)CC(C)(C)N(C(=O)CN2CCOCC2)c2ccccc21 (stereo not given)	4%
O=C(c1ccc(S(=O)(=O)c2ccccc2)cc1)N1CCOCC1	9%
COc1cc(NC(=O)c2cccc([N+](=O)[O-])c2)c(OC)cc1Cl	7%
COC(=O)C1=C(C)NC2=C(C(=O)c3ccccc32)C1c1ccc(-c2ccccc2[N+](=O)[O-])o1 (stereo not given)	0%
COc1ccc(S(=O)(=O)Nc2ccc(F)cc2)cc1	0%
CCCC(=O)Nc1ccc(OC)c(Cl)c1	8%
COc1cc(C2/C(=C(\O)c3ccc([N+](=O)[O-])cc3)C(=O)C(=O)N2CCCCCC(=O)O)ccc1O (stereo not given)	5%

Random excerpt: three records from the list.
SMILES	RNase H inhibition
CC1(c2ccccc2)CC(C)(C)N(C(=O)CN2CCOCC2)c2ccccc21 (stereo not given)	4%
COC(=O)C1=C(C)NC2=C(C(=O)c3ccccc32)C1c1ccc(-c2ccccc2[N+](=O)[O-])o1 (stereo not given)	0%
COc1cc(NC(=O)c2cccc([N+](=O)[O-])c2)c(OC)cc1Cl	7%
